# USP1-UAF1 inh – inhibitors of human USP1/UAF1 deubiquitinase; Potency, µM (highest dose often 57.1 µM), for inactives: at the highest dose activity change, negative = inhibition, most hits filed as inhibitors; recombinant USP1/UAF1, Ub-Rhodamine cleavage fluorescence; 390,000 compounds, 0.23% hits; AID 743255; O94782; note: % is set by controls: 0 for no effect and ±100 for the full control effect; nearly all actives have a fitted effect of over 60% in size; inactives centre near -12
#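 High-throughput fluorogenic screen: 1nM USP1/UAF1 complex, Ub-Rho substrate 150nM final, 50mM HEPES pH 7.8 with 0.5mM EDTA, 0.1 mg/ml BSA, 1mM TCEP and 0.01% Tween-20.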
# RGS4 inh – inhibitors of human regulator of G protein signaling 4; Transcreener GDP fluorescence polarization, RGS4-accelerated GTP hydrolysis; Potency, µM (titrated, usually from 114 µM), without a hit: at the highest dose activity change, negative = inhibition, actives largely listed as inhibitors; AID 504845; 390,000 compounds, 0.039% hits; P49798; note: % is set by controls: 0 for no effect and ±100 for the full control effect; nearly all actives have a fitted effect of over 75% in size; some results filed as inactive show a strong effect at the top dose
# Target sequence (P49798 whole entry, looked up): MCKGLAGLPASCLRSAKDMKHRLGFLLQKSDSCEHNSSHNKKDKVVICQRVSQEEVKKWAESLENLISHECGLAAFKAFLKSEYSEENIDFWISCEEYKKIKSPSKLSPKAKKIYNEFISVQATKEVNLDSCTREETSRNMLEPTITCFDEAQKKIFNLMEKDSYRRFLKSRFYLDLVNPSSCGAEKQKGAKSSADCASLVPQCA
#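 MLSMR compounds (23 nl, pin-transferred) preincubated 10 min at room temperature with a 500nM (2x) first reagent, then RGS4 at 900nM (2x) plus Transcreener GDP mix added; fluorescence polarization (620/688 nm) read before and after 90 min at 30 °C.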
# RXFP1 agonist – RXFP1 (human) receptor agonism; Potency, µM (highest dose often 57.5 µM), inactives show at the highest dose activation, most hits filed as activators; AID 2676; 370,000 compounds, 0.3% hits; HEK293T-RXFP1 cAMP TR-FRET, 30 min; response scale: percent of porcine relaxin response, buffer zero; Q9HBX9; note: % is set by controls: 0 for no effect and ±100 for the full control effect; nearly all actives have a fitted effect of over 60% in size; many of its hits are not listed in these tables
#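 Agonist response is measured as cAMP accumulation in an RXFP1-transfected HEK293T line under PDE4 inhibition. Values are scaled between buffer-only and 29 nM porcine relaxin, and EC50s come from standard Hill equation fits.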
# Vif-A3G inh – blocks the Vif interaction with human APOBEC3G | Q9HC16 | HeLa A3G-eYFP + Vif (tagged APOBEC3G with the HIV-1 protein that degrades it), YFP fluorescence, overnight | Potency, µM (doses to about 46.1 µM), inactives show at the top dose activity, negative = active, most hits filed as inhibitors | 410,000 compounds, 0.076% hits | AID 602310;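 note: % is set by controls: 0 for no effect and ±100 for the full control effect; nearly all actives have a fitted effect of over 60% in size; hits raise eYFP signal because A3G escapes Vif-driven loss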
# Target sequence (Q9HC16 whole entry, looked up): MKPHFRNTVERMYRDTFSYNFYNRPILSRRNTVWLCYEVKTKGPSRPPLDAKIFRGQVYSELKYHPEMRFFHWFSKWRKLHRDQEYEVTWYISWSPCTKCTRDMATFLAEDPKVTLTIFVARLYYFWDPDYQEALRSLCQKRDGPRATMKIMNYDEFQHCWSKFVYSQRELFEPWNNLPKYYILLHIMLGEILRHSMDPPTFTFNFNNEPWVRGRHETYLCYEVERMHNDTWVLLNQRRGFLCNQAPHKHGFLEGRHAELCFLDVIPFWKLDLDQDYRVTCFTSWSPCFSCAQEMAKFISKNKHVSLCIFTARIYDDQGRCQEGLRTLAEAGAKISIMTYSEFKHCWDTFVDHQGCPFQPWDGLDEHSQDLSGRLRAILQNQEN
#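 Read-out is eYFP fluorescence (Ex 488/Em 500-530) from Vif-expressing HeLa A3G-eYFP cells; more signal means A3G escaped Vif-mediated degradation. Cells plated overnight, compound pinned in, incubated overnight at 37 deg C.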
# IDH1 R132H inh – inhibitors of human mutant IDH1 R132H | 390,000 compounds, 0.093% hits | O75874 | Potency, µM (top dose mostly 76.6 µM), for inactives: at the highest dose activity change, negative = inhibition, usual class: inhibitors | IDH1-R132H enzyme, NADPH consumption, diaphorase/resazurin fluorescence; note: % is set by controls: 0 for no effect and ±100 for the full control effect; nearly all actives have a fitted effect of over 65% in size
# Target sequence (O75874 whole entry R132H, stated change not applied): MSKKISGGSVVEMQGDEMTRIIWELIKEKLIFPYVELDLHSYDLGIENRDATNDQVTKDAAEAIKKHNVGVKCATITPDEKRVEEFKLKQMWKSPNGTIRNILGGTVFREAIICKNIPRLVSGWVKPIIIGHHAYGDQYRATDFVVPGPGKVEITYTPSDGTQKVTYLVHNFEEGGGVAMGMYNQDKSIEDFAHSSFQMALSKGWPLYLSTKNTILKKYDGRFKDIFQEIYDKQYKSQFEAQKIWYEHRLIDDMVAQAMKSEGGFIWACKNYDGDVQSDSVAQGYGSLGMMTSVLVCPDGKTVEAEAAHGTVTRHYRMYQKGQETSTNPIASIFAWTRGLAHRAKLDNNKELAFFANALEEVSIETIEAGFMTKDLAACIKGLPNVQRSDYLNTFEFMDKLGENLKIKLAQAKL
#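 IDH1-R132H (0.5 ug/mL dispensed) in pH 7.5 Tris buffer was preincubated 30 min with compound, then given a substrate mix of 0.016 mM NADPH and 2 mM alpha-KG for 80 min at room temperature; remaining NADPH was read by diaphorase/resazurin fluorescence.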
# Vif-APOBEC3F blk – blocks the Vif interaction with APOBEC3F | HeLa A3F-eYFP + Vif (tagged APOBEC3F with the HIV-1 protein that degrades it), YFP fluorescence increase | Potency, µM (series often up to 46.1 µM), inactives show at the highest dose activity, negative = active | 390,000 compounds, 0.2% hits; note: % of control where 0% means no effect; nearly all actives have a fitted effect of over 65% in size
#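 HeLa cells stably expressing Vif plus C-terminally eYFP-tagged A3F were seeded, incubated overnight at 37 deg C, dosed with compound, incubated overnight again at 37 deg C. Yellow fluorescence (Ex 488/Em 500-530) reported blocked Vif-mediated A3F-eYFP degradation.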
# rTrxR1 inhibitor – inhibitors of rat thioredoxin reductase 1; Potency, µM (highest dose often 114 µM), for inactives: at the top dose activity change, negative = inhibition, hits mostly inhibitors; 390,000 compounds, 1% hits; recombinant rTrxR1, NADPH fluorescence consumption, selenite substrate; note: % is set by controls: 0 for no effect and ±100 for the full control effect; nearly all actives have a fitted effect of over 65% in size
#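 Rat TrxR1 (90 nM in the dispensed reagent) was pre-reduced with 400 uM NADPH for 5 min at room temperature, then incubated with compound for 15 min. After 400 uM selenite was added, NADPH fluorescence (Ex 340/Em 450 nm) was followed for 8 min.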
# ALOX12 inh – blocks human arachidonate 12S-lipoxygenase | Potency, µM (titrated, usually from 108 µM), inactives show at the top dose activity change, negative = inhibition, usual class: inhibitors | 580,000 compounds, 1.1% hits | AID 1671190 | purified 12hLO, xylenol orange hydroperoxide absorbance | P18054; note: % is set by controls: 0 for no effect and ±100 for the full control effect
#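 Purified human 12hLO at 150 nM in 25 mM Hepes, 0.01% Triton X-100, pH 7.0, preincubated 15 min at room temperature with compound. Reaction started with 40 uM arachidonic acid, 30 min at room temperature. Hydroperoxide measured by Fe-xylenol orange, 573/405 nm absorbance ratio.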
# TrxR1 substrate – rat thioredoxin reductase 1 substrate activity; 390,000 compounds, 0.01% hits; O89049; purified TrxR1 substrate turnover, NADPH consumption readout; Potency, µM (series often up to 114 µM), without a hit: at the highest dose activity change, negative = substrate turnover; note: % is set by controls: 0 for no effect and ±100 for the full control effect; nearly all actives have a fitted effect of over 50% in size
#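 Rat TrxR1, dispensed at 90 nM, was prereduced with 400 uM NADPH (final) for 5 min at ~22 deg C, then incubated with compound 15 min before 400 uM selenite. A first-read NADPH fluorescence drop versus no-compound background flagged substrates.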
# * marks the source's active call; other numbers are inactive results; ? = inconclusive; / = not tested or not shown; & = joins results of further samples; [ ] = another dose, or the depositor's remark. Calls come from the whole dose curve; as a rule, active = well fitted curve in the direction sought with a large enough effect; inconclusive = small, poorly fitted or top-dose-only effect, or another doubt; inactive = no such curve, though single readings can be large; an effect the other way counts as inactive or inconclusive. Potency is the fitted concentration of half-maximal effect.
SMILES,USP1-UAF1 inh,RGS4 inh,RXFP1 agonist,Vif-A3G inh,IDH1 R132H inh,Vif-APOBEC3F blk,rTrxR1 inhibitor,ALOX12 inh,TrxR1 substrate
CC1CC(C)CN(CC(=O)NC(c2ccccc2)c2ccccc2)C1 (stereo not given),-24%,-20%[56.9 µM],2.4%,-1%,9%,-15%,19%,?,-3%
O=[N+]([O-])c1ccc(S(=O)(=O)CC2CSc3nc4ccccc4n32)cc1 (stereo not given),4%,6%,5.3%,3%,1%,2%,?,6%,-7%
COc1cccc(C(=O)CC(=O)C(=O)Nc2cc(OC)ccc2OC)c1,-17%,-9%,-2.9%,0%,-10%,?,-18%[57.1 µM],1%,-4%[57.1 µM]
O=C(CCNC(=O)c1ccc([N+](=O)[O-])cc1)NCc1ccccc1,-19%,13%,-0.1%,4%,0%,-8%,-5%[57.1 µM],0%,0%[57.1 µM]
CCCC(=O)N(Cc1cc(=O)[nH]c2ccccc12)c1ccc(C)cc1,-4%,-24%,6.8%,0%,-6%,5%,-9%[57.1 µM],-26%,-3%[57.1 µM]
O=CN1Cc2[nH]c3ccccc3c2N(c2ccc(Cl)cc2)C1=O,-14%,-3%,1.2%,-6%,5%,-12%,8%,-3%,5%
O=c1cc(CSc2ccccn2)[nH]c(=O)[nH]1,-16%,-14%,1.8%,-3%,11%,2%,-1%,4%,2%
CCC(=O)N1COC[C@@H]1Cc1ccccc1,-5%,1%,0.1%,?,-2%,-16%,9%,-6%,-1%
CCOc1ccc(NC2OCC(O)C(O)C2O)c([N+](=O)[O-])c1 (stereo not given),-6%,8%,-2.5%,2%,3%,-1%,7%,0%,-9%
COc1ccc(C(C(=O)NCc2ccc(F)cc2)N(Cc2cccnc2)C(=O)c2snc(C(N)=O)c2N)cc1 (stereo not given),4%,3%,1.1%,-1%,-10%,-3%,-11%,-7%,3%
COc1ccccc1NC(=S)NCC1CCCO1 (stereo not given),-13%,34%,3.7%,-6%,5%,-2%,-7%,?,0%
Cc1ccc(C(=O)N2CCc3ccccc32)o1,0%,-14%,-0.1%,3%,?,-22%,-16%,12%,-11%
COc1ccc(OCC(=O)OCc2cc(=O)n3nc(C4CC4)sc3n2)cc1,-6%,6%,3.1%,-2%,4%,0%,7%[57.1 µM],-9%,-1%[57.1 µM]
N#C/C(=C/c1ccc(OCc2ccc(C(=O)O)cc2)c(Br)c1)c1cccc(F)c1,-15%,-35%,2.3%,-13%,11%,0%,14%[57.1 µM],-29%,9%[57.1 µM]
N#Cc1ccc(S(=O)(=O)N2CCN(CC(=O)NCC3(N4CCOCC4)CCCCC3)CC2)cc1,1%,0%,0.6%,1%,-8%,4%,5%,11%,1%
CCOC(=O)c1[nH]c(COC(=O)CCOc2ccccc2OC)c(C(=O)OCC)c1C,-28%,-4%,0.4%,-7%,-1%,-2%,2%,-29%,3%
CCOc1ccc(-c2cn(-c3ccc(OC)cc3)c(SC)n2)cc1,-9%,31%,3.4%,0%,4%,-1%,9%,2%,6%[57.1 µM]
CCc1ccccc1NC(=O)CCS(=O)(=O)c1ccc2c(c1)CCCN2C(C)=O,-22%,-17%[56.9 µM],-0.7%,1%,3%,1%,15%,-2%,-1%
Cc1nc(NC(=O)COC(=O)CCS(=O)(=O)c2ccccc2Cl)c(Cl)cc1Cl,-15%,-26%,0.4%,2%,0%,-22%,7%,7%,7%
CCCCCCCCCCOC(=O)Cn1c(COc2cccc(C)c2)[n+](C)c2ccccc21,-17%,22%[56.9 µM],-4.2%,-12%,-1%,0%,-12%,?,-9%
CCCN(CCO)Cc1cccc(Cl)c1,-1%,11%,-0.5%,1%,0%,-18%,-9%,-45%,-5%
O=C(NCc1ccc2c(c1)OCO2)c1ccc(CS(=O)Cc2ccc(Cl)cc2)o1 (stereo not given),-12%,-2%,-0.7%,-3%,2%,1%,2%,?,2%
Cc1cccc(CSc2ccc3nnc(-c4ccccn4)n3n2)c1,-13%,15%,20%,4%,9%,1%,2%[57.1 µM],5%,-12%
O=C(N/N=C/c1c[nH]c2ccccc12)c1cc(-c2ccc3ccccc3c2)n[nH]1,1%,9%,-0.5%,?,2%,-7%,-3%,-2%,3%
Cc1cc(C(=O)CSc2nnnn2C)c(C)n1-c1cccc(F)c1,-14%,1%,-0.9%,-4%,11%,-1%,1%[57.1 µM],-8%,-2%[57.1 µM]
CCOc1ccccc1N(C)S(=O)(=O)c1ccc2c(c1)CC(C)N2C(=O)C1CC1 (stereo not given),-16%,-12%,-0.9%,-18%,1%,-3%,27%,4%,5%
CCNc1nc(OC)nc(Oc2ccc(=O)n(-c3ccccc3)n2)n1,-10%,4%,0.2%,-3%,0%,-6%,-20%,30%,0%
Cc1ccc(C(=O)CCC(=O)OCC(=O)Nc2c(C)nn(-c3ccccc3)c2C)cc1,-8%,3%,-1.0%,1%,3%,5%,6%,-2%,0%
O=C(Cn1nnc(-c2ccccc2)n1)OC1CCOC1=O (stereo not given),-6%,23%,-0.9%,4%,8%,-15%,-9%,3%,-4%
COC(=O)c1sc2ccccc2c1-n1cccc1C(=O)C(=O)Nc1ccccc1,-17%,-9%,-1.0%,?,6%,2%,26%[57.1 µM],29%,-5%[57.1 µM]
COc1cccc(N(C(=O)CNC(=O)c2ccco2)C(C(=O)NC2CCCCC2)c2cccnc2)c1 (stereo not given),-4%,4%,-2.0%,2%,-5%,-1%,?,-6%,-8%
CCCn1c(=S)[nH]c2cc(C(=O)N3CCN(C)CC3)ccc2c1=O,-5%,/,/,-1%,2%,-3%,/,?,/
Cc1nn2c(-c3ccccc3)ccnc2c1Br,-19%,-4%,1.5%,1%,1%,1%,12%,1%,4%
O=C(COc1ccc(Cl)cc1Cl)NN=C1CCCCC1,-9%,-9%,-0.4%,-4%,9%,-13%,17%,3%,7%
O=C(CN1C(=O)NC(c2ccccc2)(c2ccccc2)C1=O)NC1CCS(=O)(=O)C1 (stereo not given),-22%,9%,-0.3%,1%,-4%,3%,9%,-6%,2%
O=C(Nc1ccccc1OC(F)F)c1ccc(S(=O)(=O)N2CCOCC2)cc1,1%,33%,0.2%,0%,10%,-3%,-9%,16%,-6%
Cc1ccc(S(=O)OCC(=O)Nc2cc(Cl)ccc2N2CCOCC2)cc1 (stereo not given),-22%,?,-0.2%,-1%,7%,-13%,8%,-6%,-8%
O=C(CCC1CCCC1)Nc1ccon1,-9%,-2%,1.1%,1%,-2%,3%,3%,27%,-4%
O=S(=O)(Nc1cccc(Cl)c1)c1ccc(-n2cccn2)cc1,?,10%,1.3%,-11%,-4%,-4%,21%,?,-1%
O=C(C1=C(O)C(=O)N(CCN2CCOCC2)C1c1ccc(Br)cc1)c1cc2ccccc2o1 (stereo not given),-14%,24%,29%,-7%,-11%,8%,10%,?,-7%
COc1cc(OC)cc(-c2nc(-c3cccs3)no2)c1,-15%,-15%,-0.2%,-6%,-2%,-2%,15%[57.1 µM],-3%,-4%[57.1 µM]
O=c1cc(-c2ccc(O)cc2)oc2cc(O)cc(O)c12,7%,?,/,-7%,-14%,4%,3%[57.1 µM],?,2%[57.1 µM]
N#Cc1ccc(S(=O)(=O)NCCc2ccncc2)cc1,-6%,-20%,/,-9%,7%,-2%,6%,1%,7%
CCOC(=O)c1nnc2c(-c3ccc(OC)cc3)c(C)nn2c1N,-4%,10%,-0.6%,2%,-1%,-7%,3%,-23%,-6%
CCCc1ccc(-c2c(C)sc(N)c2C#N)cc1,-13%,-50%,0.1%,0%,5%,-3%,13%,?,-2%[57.1 µM]
Cc1ccsc1C1C(C#N)=C(N)Oc2n[nH]c(C)c21 (stereo not given),-8%,-1%,-0.7%,-23%,9%,11%,14%[57.1 µM],268%[activator],10%[57.1 µM]
O=P(O)(O)C(O)C(F)(F)C(F)(F)C(F)(F)C(F)F (stereo not given),3%,4%,-1.2%,0%,-11%,-21%,-5%[57.1 µM],-28%,7%[57.1 µM]
C=C(C)CSc1nnc([C@@H]2CCCN2)o1,-17%,1%,1.7%,3%,1%,-19%,8%[57.1 µM],?,10%[57.1 µM]
COc1ccc(NC(=O)Cn2nnc(C(=O)NCCc3ccccc3)c2N)cc1,-23%&-30%,-14%&-19%,-0.5%&3.1%,0%&-7%,-6%&-6%,-3%&-7%,27%&8%,0%&-16%,5%&3%
COc1cc(S(=O)(=O)NCCCN2CCOCC2)ccc1Cl,-8%,-7%,-0.9%,-1%,-4%,0%,22%,4%,-1%

# The list is partial, so the mix of outcomes need not match the whole.
